Bioassay records (PubChem BioAssay)
IMPase Li inh = membrane-permeable IMPase blocker, potentiated with lithium; CHO-M1 cells, IP1 TR-FRET (IP-One), carbachol + lithium; 210,000 compounds, 0.35% hits; Potency, µM (top dose mostly 59.4 µM), inactives show top-dose activity, negative = IMPase inhibition, most hits filed as inhibitors; AID 1457;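 note: IP1 builds up when IMPase is blocked and the TR-FRET signal falls; potency is the fitted concentration of half-maximal effect; plate controls were basal vehicle for no effect and high inhibitor control for full effect; nearly all actives have a fitted effect of over 50% in size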
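Test compounds were applied to CHO-M1 cells previously cultured for 16–30 h at 2000 per well. A small lithium amount accompanied them; after 30 min at 37C, IP1 was quantified by TR-FRET.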
HttQ103 aggreg = inhibitors of mutant huntingtin aggregate formation in PC12 cells. Potency, µM (highest dose often 46.1 µM), for the others: at the highest dose activity change, negative = inhibition, actives largely listed as inhibitors. PC12 HttQ103-GFP aggregates, Acumen cytometry, 40 h. AID 1688. 220,000 compounds, 1.1% hits; note: potency is the fitted concentration of half-maximal effect; % is set by controls: 0 for no effect and ±100 for the full control effect; nearly all actives have a fitted effect of over 60% in size
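PC12 cells stably carrying ecdysone-inducible HTT exon 1 Q103–GFP were induced with tebufenozide (100 nM final) and treated with library compounds in titration. GFP aggregates in lysates were counted by laser scanning cytometry.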
KinaseGlo FLuc = blocks Kinase-Glo luciferase, a counter-screen artifact; Q27757; Potency, µM (highest dose often 38.3 µM), without a hit: at the top dose activity change, negative = inhibition, actives largely listed as inhibitors; 200,000 compounds, 0.28% hits; AID 1379; Kinase-Glo luciferase, ATP luminescence, 8 min; note: potency is the fitted concentration of half-maximal effect; % is set by controls: 0 for no effect and ±100 for the full control effect; nearly all actives have a fitted effect of over 60% in size
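Kinase-Glo luciferase light output from ATP and luciferin was measured with 10 uM ATP, within the enzyme's linear range. Buffer: 50 mM imidazole pH 7.2, 50 mM KCl, 7 mM MgCl2, 0.01% Tween 20, 0.05% BSA; luminescence read after 8 min at ambient temperature.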
CBFb-RUNX1 inh = CBF-beta/RUNX1 interaction disruption; Q01196+Q13951; AlphaScreen CBFb-His/RUNX1-biotin binding, biochemical; Potency, µM (series often up to 59.8 µM), for inactives: at the top dose activity, negative = inhibition, most hits filed as inhibitors; 230,000 tested, under 10 active; note: % of control where 0% means no effect
Target sequence (Q01196 whole entry, looked up): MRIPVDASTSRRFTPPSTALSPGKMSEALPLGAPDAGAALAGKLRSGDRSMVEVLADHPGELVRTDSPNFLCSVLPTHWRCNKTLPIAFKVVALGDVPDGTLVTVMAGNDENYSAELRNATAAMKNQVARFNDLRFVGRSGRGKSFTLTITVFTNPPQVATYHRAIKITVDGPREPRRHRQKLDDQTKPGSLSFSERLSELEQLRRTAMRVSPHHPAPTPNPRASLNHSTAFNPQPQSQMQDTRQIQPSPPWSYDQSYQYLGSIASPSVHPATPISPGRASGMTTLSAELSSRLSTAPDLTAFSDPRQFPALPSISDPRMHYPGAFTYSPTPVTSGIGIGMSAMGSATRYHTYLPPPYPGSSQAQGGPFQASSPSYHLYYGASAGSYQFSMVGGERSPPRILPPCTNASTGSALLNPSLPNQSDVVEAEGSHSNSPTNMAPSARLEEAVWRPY
Target sequence (Q13951 whole entry, looked up): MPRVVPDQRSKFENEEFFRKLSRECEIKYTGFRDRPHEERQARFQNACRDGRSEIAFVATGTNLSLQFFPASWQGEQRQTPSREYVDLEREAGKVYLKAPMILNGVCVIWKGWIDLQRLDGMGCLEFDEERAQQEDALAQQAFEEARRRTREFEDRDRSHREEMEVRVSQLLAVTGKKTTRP
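Compounds were screened at multiple concentrations against a preformed CBF-beta(His)/RUNX1(biotin) complex (30 nM of each) for 15 min at room temperature, followed by 90 min with nickel and streptavidin beads and AlphaScreen reading.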
L3MBTL1 block = blocks human L3MBTL1; AlphaScreen L3MBTL1–H3K9me1 peptide binding; Potency, µM (highest dose often 57.1 µM), inactives show top-dose activity, negative = inhibition, usual class: inhibitors; 230,000 compounds, 0.66% hits; AID 485360; note: potency is the fitted concentration of half-maximal effect; % is set by controls: 0 for no effect and ±100 for the full control effect; nearly all actives have a fitted effect of over 60% in size
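First, the protein-peptide complex forms for 30 min at room temperature (L3MBTL1 50 nM, biotinylated H3K9me1 peptide 75 nM). Next, compounds are pin-transferred and incubated 30 min. Finally, AlphaScreen beads are added and read after 30 min.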
NPSR antagonist = neuropeptide S receptor (human) antagonism, cAMP. Q6W5P4. CHO-NPSR cells, cAMP TR-FRET, antagonist mode. Potency, µM (top dose mostly 38.3 µM), inactives show at the top dose activity change, negative = inhibition, usual class: inhibitors. 220,000 compounds, 1% hits. AID 1461; note: potency is the fitted concentration of half-maximal effect; % is set by controls: 0 for no effect and ±100 for the full control effect; nearly all actives have a fitted effect of over 50% in size; many of its hits are not listed in these tables
Target sequence (Q6W5P4 whole entry, looked up): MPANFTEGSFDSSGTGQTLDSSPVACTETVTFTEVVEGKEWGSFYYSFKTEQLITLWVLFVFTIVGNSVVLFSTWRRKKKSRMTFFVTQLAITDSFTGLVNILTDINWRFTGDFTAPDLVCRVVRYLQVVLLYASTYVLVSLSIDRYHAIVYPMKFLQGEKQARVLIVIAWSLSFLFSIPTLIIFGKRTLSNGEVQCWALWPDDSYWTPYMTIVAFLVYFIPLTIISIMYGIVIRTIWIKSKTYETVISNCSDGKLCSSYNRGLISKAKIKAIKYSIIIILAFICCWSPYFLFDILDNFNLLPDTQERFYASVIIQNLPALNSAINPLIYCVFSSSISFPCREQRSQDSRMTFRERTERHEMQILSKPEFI
Epigenetic derep = derepresses silenced GFP reporter in murine cells; Potency, µM (doses to about 53.9 µM), without a hit: top-dose GFP activation, usual class: activators; 280,000 compounds, 0.2% hits; murine LDR cells, GFP reporter derepression, 30 h; note: potency is the fitted concentration of half-maximal effect; % of control where 0% means no effect; nearly all actives have a fitted effect of over 60% in size
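Derepression of a silenced CMV-GFP reporter in murine LDR cells is scored by enumerating GFP-positive cells with a laser-scanning microplate cytometer after 30 hours of treatment at 37 C.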
Active calls of the source: *; ? = inconclusive; nt = not tested or not shown; & = joins results of further samples; [ ] = another dose, or the depositor's remark. Calls come from the whole dose curve; as a rule, active = well fitted curve in the direction sought with a large enough effect; inconclusive = small, poorly fitted or top-dose-only effect, or another doubt; inactive = no such curve, though single readings can be large; an effect the other way counts as inactive or inconclusive. This is a subset; the hit share may differ from the screen's.

# | compound | NPSR antagonist | IMPase Li inh | KinaseGlo FLuc | CBFb-RUNX1 inh | HttQ103 aggreg | L3MBTL1 block | Epigenetic derep
1 | CCc1ccc(C2CC(c3ccco3)=NN2S(C)(=O)=O)cc1 (configuration not stated) | 9%[46.1 µM] | -1%[38.3 µM] | 11µM* | -8% | -13% | 0% | ?
2 | O=C(NCc1ccccc1)C1=C[C@@H](c2ccc(C(F)(F)F)cc2)C[C@@H](OCc2ccc(CO)cc2)O1 | ? | 5% | nt | 14% | 3%[9.22 µM] | 5% | -0.5%
3 | O=C(O)COc1ccccc1/C=N/NC(=O)c1cc(-c2ccccc2)nc2ccccc12 | -1% | nt | nt | 2% | -20%[9.22 µM] | nt | 2.8%
4 | O=C(CSc1nnc2c(Cl)cc(Cl)cn12)NC1CCS(=O)(=O)C1 (configuration not stated) | -2%[46.1 µM] | 24%[38.3 µM] | -1% | 0% | 2% | nt | -7.8%
5 | COc1ccccc1CNC(=O)C1CCN(S(=O)(=O)c2cccc3cccnc23)CC1 | -3%[46.1 µM] | -1%[38.3 µM] | -1% | -4% | 10% | 8% | 0.0%
6 | Cc1ccc(S(=O)(=O)N2CCN(c3ccnc4cc(Cl)ccc34)CC2)cc1 | ? | 15% | 1% | -3% | 16µM* | -10% | -3.1%
7 | CCOCCOc1nc(C)cc(C)c1S(=O)(=O)c1ccccc1C | -29% | 4% | 1% | 11% | 4% | -9% | -0.3%
8 | O=C(Nc1nnc(C(F)(F)F)s1)C1COc2ccccc2O1 (configuration not stated) | -2%[46.1 µM] | 13%[38.3 µM] | 16% | -5% | 25µM* | nt | -0.7%
9 | CNC(=O)Nc1ccccc1NC(=O)NC | 4%[46.1 µM] | 22%[38.3 µM] | 6% | 1% | -6% | nt | -1.0%
10 | CN(C(=O)c1cccn(Cc2ccccc2)c1=O)c1ccccc1 | 1% | -3% | -2% | -2% | 14% | nt | -4.4%
11 | CC1Cc2nc(SCC(=O)N3CCOCC3)n(-c3ccccc3)c(=O)c2S1 (configuration not stated) | -4%[46.1 µM] | 17%[38.3 µM] | 2% | 12% | 1% | 4% | 0.0%
12 | CC(=O)Cc1nsc(NC(=O)c2ccccc2Cl)n1 | 7% | 6% | 1% | -7% | -4% | nt | 0.0%
13 | O=C(Nc1ccc(OCC(F)(F)C(F)F)cc1)c1ccncc1 | 26% | 8% | -5% | 5% | ? | -6% | -1.5%
14 | CSc1nc(N(C)CCO)c2sc3nc(-c4ccco4)c4c(c3c2n1)CCC4 | 1%[46.1 µM] | -4%[38.3 µM] | 2% | -28% | 20% | ? | -0.9%
15 | CCCCCCN1C=CC=C/C1=C/C=C(C#N)C#N | -32% | 96%[activator] | -2% | 26% | 4% | -18% | -1.3%
16 | CC1CCC2C(=O)N(c3ccccc3OC(=O)c3ccccc3)C(=O)C2C1 (configuration not stated) | 6%[46.1 µM] | 7%[38.3 µM] | -4% | 6% | -2% | 2% | -1.0%
17 | CCc1ccccc1NC(=O)c1cccc(Oc2ccc([N+](=O)[O-])cc2Cl)c1 | ? | nt | nt | -22% | 2% | -9% | 0.0%
18 | Cc1nc(Nc2ccc3c(c2)OCO3)c2oc3ccccc3c2n1 | ? | 6%[38.3 µM] | -8% | 0% | 19% | 36%[activator] | 1.1%
19 | CCCCCCCCc1nnc(N)s1 | 43% | nt | nt | -1% | 10%[9.22 µM] | 10% | 3.0%
20 | O=C(COC(=O)CN1C(=O)C2CC=CCC2C1=O)Nc1cc(C(F)(F)F)ccc1N1CCOCC1 (configuration not stated) | -3%[46.1 µM] | 1%[38.3 µM] | 0% | -1% | 1% | 3% | 0.2%
21 | CCC(=O)N1CCc2cc(S(=O)(=O)NC(C(=O)Nc3cccc(C)n3)C(C)C)ccc21 (configuration not stated) | -9%[46.1 µM] | -9%[38.3 µM] | -5% | 1% | 24% | 37%[activator] | 1.1%
22 | Cc1cc(C)cc(OCC(=O)N/N=C/c2ccccn2)c1 | 18% | nt | nt | -18% | -28%[9.22 µM] | nt | -4.1%
23 | COc1ccc(C(CC(=O)O)NC(=O)c2ccco2)cc1OC (configuration not stated) | -26%[46.1 µM] | 3%[38.3 µM] | -3% | 3% | 4% | 6% | -0.7%
24 | CN(C)c1ccc(NC(=O)Oc2ccccc2)cc1 | -11%[46.1 µM] | 29%[38.3 µM] | -9% | -20% | 20% | nt | 1.5%
25 | COc1ccc(C2CC(=O)c3cnc(NC(=O)c4ccccc4)nc3C2)cc1OC (configuration not stated) | -25%[46.1 µM] | 19%[38.3 µM] | -2% | 11% | 11% | -3% | -0.8%
26 | Cc1ccc(NS(=O)(=O)c2cc(NC(=O)c3ccc4c(c3)NC(=O)CS4)ccc2C)c(C)c1 | -26% | 3% | 6% | -11% | ? | -10% | 9.2%
27 | COc1ccc(NC(=O)C2CCCN(S(=O)(=O)c3cccc4nonc34)C2)cc1OC (configuration not stated) | -1% | 3% | 2% | -1% | 6% | nt | 1.8%
28 | Cc1cccc(NC2(C(F)(F)F)N=C(c3ccccc3)NC2=O)n1 (configuration not stated) | -7%[46.1 µM] | 8%[38.3 µM] | 0% | -5% | 4% | 1% | 1.3%
29 | Cc1ccc(C(=O)c2coc3ccc(O)c(Cl)c23)cc1 | -18%[46.1 µM] | 20%[38.3 µM] | -1% | -3% | ? | nt | -0.8%
30 | CCc1ccc(-c2csc(NC(=O)Oc3ccccc3)n2)cc1 | 8%[46.1 µM] | nt | nt | -2% | 13%[9.22 µM] | -1% | -0.9%
31 | O=C(CSCc1c(Cl)cccc1Cl)Nc1nccs1 | -15%[46.1 µM] | -14%[38.3 µM] | -4% | -1% | 6% | 1% | 0.9%
32 | NCC(O)COc1cccc2ccccc12 (configuration not stated) | nt | 5% | nt | 12% | nt | nt | 0.0%
33 | CCOC(=O)c1oc2ccccc2c1N | 4%[46.1 µM] | -6%[38.3 µM] | 3% | -8% | 13% | 10% | 1.6%
34 | COc1ccc(C2(CCN=Cc3ccc(N(C)C)cc3)CCOC(C)(C)C2)cc1 (configuration not stated) | 5% | nt | nt | 15% | -13%[9.22 µM] | nt | -0.2%
35 | CCCCn1c(SCC(=O)N2CCCC2)nc2c1c(=O)n(C)c(=O)n2C | -6%[46.1 µM] | -3%[38.3 µM] | -1% | 7% | -5% | 2% | 0.3%
36 | O=C(O)c1cccc2c(/C=N/Nc3ccccn3)c[nH]c12 | -9% | nt | nt | -12% | -17%[9.22 µM] | nt | -0.4%
37 | COc1cc(OC)cc(C(=O)Nn2cnnc2)c1 | 5% | nt | nt | 13% | -28%[9.22 µM] | nt | 0.0%
38 | N/C(=N\NS(=O)(=O)c1ccccc1C(F)(F)F)c1ccccn1 | -23% | nt | nt | 1% | 3%[9.22 µM] | 18% | 1.6%
39 | Cc1noc(NS(=O)(=O)c2ccc(NC(=O)COc3ccccc3)cc2)c1C | -4%[46.1 µM] | 7%[38.3 µM] | 2% | -2% | -11% | nt | 0.0%
40 | Cc1ccccc1NC(=O)CCC(=O)N/N=C/c1c[nH]c2ccccc12 | 2% | -2% | 2% | 5% | -7% | nt | 1.1%
41 | CCN1CCN(C(=O)CN(c2cccc(Br)c2)S(=O)(=O)c2ccccc2)CC1 | -11% | 12% | -6% | -11% | 14% | -10% | 5.1%
42 | COC(=O)c1cc(=O)nc2sc(-c3ccc(F)cc3)nn12 | -2%[46.1 µM] | nt | nt | 5% | -21% | 2% | 0.0%
43 | C[C@@H](C(=O)NCc1ccccc1)[C@H]1C[C@]1(C)[C@H](NC(=O)OCc1ccccc1)c1ccccc1 | -40% | 5%&10% | -1%&-1% | 6%[2.36 µM] | ? | 11% | 2.6%&5.0%
44 | CCOc1cc(NS(C)(=O)=O)c(OCC)cc1NC(=O)c1cccs1 | -11%[46.1 µM] | 6%[38.3 µM] | -5% | -2% | -5% | 0% | 0.7%
45 | COc1ccc2c(c1)C1C=CCC1C(c1cc3c(cc1Br)OCO3)N2 (configuration not stated) | -15%[46.1 µM] | 5%[38.3 µM] | -1% | -12% | -5% | ? | 0.0%
46 | Cc1cccc(C)c1OCC(=O)Nc1cccc(NC(=O)c2ccco2)c1 | 10% | 23% | 2% | 5% | 3% | 10%[11.4 µM] | -1.0%
47 | O=C(c1ccc(N2CCCCC2)c([N+](=O)[O-])c1)N1CCOCC1 | 0%[46.1 µM] | -2%[38.3 µM] | 0% | -1% | 20% | -2% | -0.4%
48 | CN(C)C=NC(=O)c1cc(C(=O)c2ccc(C(C)(C)C)cc2)c[nH]1 | -29% | 19% | 7% | -12% | 2% | 16% | 2.2%
49 | Cc1ccc(S(=O)(=O)N2CCC(C(=O)N[C@@H](Cc3ccccc3)C(=O)O)CC2)cc1 | 6%[46.1 µM] | 21%[38.3 µM] | -3% | 4% | -5% | 2%[11.4 µM] | 0.0%
50 | CC(=O)c1ccc(Nc2c3c(nc4ccccc24)CCCC3)cc1 | -29% | nt | nt | -2% | -11%[9.22 µM] | 0% | 7.2%
51 | COc1ccc(C2CC(=O)c3c(O)cc(O)cc3O2)cc1O (configuration not stated) | nt | 23% | -3% | nt | nt | nt | 5.1%
52 | CCCCCCSC1=C(C#N)C(c2ccc(O)cc2)CC(=O)N1 (configuration not stated) | -15%[46.1 µM] | 27%[38.3 µM] | 0% | 2% | -19% | nt | 0.9%
53 | Cc1cccc(N2C(=O)CC(NNc3nc4ccccc4s3)C2=O)c1 (configuration not stated) | -4% | 5% | 2% | -11% | -13% | 1% | 0.0%
54 | Cc1cc(C(=O)COC(=O)CNC(=O)c2ccc(Cl)c(Cl)c2)c(C)n1Cc1ccco1 | 17% | 5% | -3% | -4% | -4% | -18% | 1.0%
55 | COc1ccccc1NC(=O)C(=O)NNC(=O)c1ccco1 | -8%[46.1 µM] | -1%[38.3 µM] | 6% | 3% | 16% | 4% | -1.2%
56 | O=C(Nc1ccc(C(=O)N2CCOCC2)cc1)Nc1ccc(Cl)cc1Cl | -11% | 17% | 2% | -5% | -33%[9.22 µM] | -8% | -4.2%
57 | O=C(Cn1cc(C(F)(F)F)ccc1=O)Nc1ccc(N2CCOCC2)cc1 | 5% | 4% | 2% | -6% | 12% | 9% | 1.6%
58 | S=C(Nc1ccc(Cl)c(Cl)c1)NN1CCOCC1 | 15% | -5% | 0% | 1% | -13% | 11% | 0.0%
59 | O=C(C1CC1)N(Cc1nc2ccccc2c(=O)[nH]1)Cc1cccs1 | 3% | nt | nt | 8% | -16%[9.22 µM] | nt | -0.4%
